Jurkat NFkB inh – inhibitors of the PMA/ionomycin-induced NF-kB reporter in Jurkat cells; PMA/ionomycin-induced NF-kB luciferase reporter, luminescence; inhibition, % at 4 µM; hit rate 0.53% among 330,000; AID 435003; in the data active means inhibition above about 50%
EBI2 antag – EBI2 (human) antagonism | P32249 | EBI2 beta-arrestin recruitment, luminescence, 7a,25-OHC stimulated | inhibition, % at 5 µM | hit rate 0.81% among 360,000; in the data active means inhibition above about 38%;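 further: enzyme fragment complementation signal reports receptor beta-arrestin coupling in cells; 0% = agonist plus DMSO wells and 100% = wells without agonist; some results beyond the cut were filed as inactive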
Target sequence (P32249 whole entry, looked up, the tested form may be a part): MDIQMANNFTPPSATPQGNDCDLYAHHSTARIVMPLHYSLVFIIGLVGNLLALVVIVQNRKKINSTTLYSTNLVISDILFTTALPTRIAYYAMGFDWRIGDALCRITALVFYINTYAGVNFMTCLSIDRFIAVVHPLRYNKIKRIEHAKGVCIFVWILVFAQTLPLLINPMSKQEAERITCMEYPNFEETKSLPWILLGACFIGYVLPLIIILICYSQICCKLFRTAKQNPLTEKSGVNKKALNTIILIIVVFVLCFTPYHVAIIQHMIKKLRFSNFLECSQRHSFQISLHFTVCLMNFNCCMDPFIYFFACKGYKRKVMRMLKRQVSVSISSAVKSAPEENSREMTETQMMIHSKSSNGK
697 NFkB inh – inhibitors of the PMA/ionomycin-induced NF-kB reporter in 697 B cells; 697 B-cell NF-kB luciferase reporter, 16 h; inhibition, % at 4 µM; hit rate 0.33% among 330,000; in the data active means inhibition above about 35%
CXCR6 inh – inhibitors of human CXCR6 receptor | O00574 | CHO-K1 PathHunter CXCR6 beta-arrestin, luminescence | inhibition, % at 20 µM | hit rate 0.36% among 360,000; in the data active means inhibition above about 34%, passing the limit was not always enough;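 further: antagonist mode with CXCL16 agonist at 10 nM final; 0% = 10 nM CXCL16 with DMSO and 100% = unstimulated wells without agonist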
Target sequence (O00574 whole entry, looked up): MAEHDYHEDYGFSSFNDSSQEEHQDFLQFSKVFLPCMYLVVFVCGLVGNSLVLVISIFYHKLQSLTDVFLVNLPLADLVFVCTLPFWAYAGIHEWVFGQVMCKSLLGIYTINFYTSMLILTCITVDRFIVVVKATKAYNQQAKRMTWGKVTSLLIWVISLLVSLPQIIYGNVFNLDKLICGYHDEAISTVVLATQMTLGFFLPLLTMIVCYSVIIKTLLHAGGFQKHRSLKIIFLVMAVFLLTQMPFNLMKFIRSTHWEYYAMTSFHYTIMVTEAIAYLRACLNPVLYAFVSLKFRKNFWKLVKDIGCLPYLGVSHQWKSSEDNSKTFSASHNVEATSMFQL
APJ antagonist – blocks the human apelin receptor APJ. CHO-K1 APJ beta-arrestin complementation, luminescence. P35414. AID 2521. hit rate 0.32% among 330,000. inhibition, % at 20 µM;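 active means inhibition above about 40% at 20 µM, limit read from the data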;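 further: cells challenged with 10 nM apelin-13 agonist together with compound; plate controls were apelin-13 plus DMSO wells for no effect and DMSO wells lacking apelin-13 for full effect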
CCR6 antagonist – blocks CCL20-driven beta-arrestin recruitment at human CCR6 | P51684 | CHO-K1 CCR6 PathHunter beta-arrestin, luminescence, CCL20-stimulated | inhibition, % at 20 µM | hit rate 0.49% among 340,000 | AID 493098;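 active means compounds whose inhibition of the agonist-driven luminescence signal at 20 µM reaches about 50%, limit read from the data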;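 further: cells stimulated with CCL20 at 14 nM final; plate controls were DMSO with CCL20 for no effect and DMSO without agonist for full effect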
UBC13 inh – human UBC13 polyubiquitination inhibition; P61088; UBC13 polyubiquitin chain formation, TR-FRET; inhibition, % at 20 µM; hit rate 0.47% among 330,000; in the data active means inhibition above about 45%, passing the limit was not always enough
Target sequence (P61088 whole entry, looked up): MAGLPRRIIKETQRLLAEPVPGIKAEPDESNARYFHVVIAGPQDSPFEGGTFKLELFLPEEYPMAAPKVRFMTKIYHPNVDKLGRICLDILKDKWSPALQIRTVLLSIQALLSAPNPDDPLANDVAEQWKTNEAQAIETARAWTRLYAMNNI
Gli-Sufu block – Gli-Sufu pathway antagonism. Sufu-KO-LIGHT fibroblasts, Gli luciferase reporter luminescence. hit rate 0.74% among 340,000. inhibition, % at 5 µM;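 active means inhibition above about 55%, limit read from the data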;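 further: 0% = DMSO-treated cells and 100% = wells with medium but no cells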
* marks the source's active call; other numbers are inactive results; · = not tested or not shown.

SMILES	Jurkat NFkB inh	EBI2 antag	697 NFkB inh	CXCR6 inh	APJ antagonist	CCR6 antagonist	UBC13 inh	Gli-Sufu block
CCN(CC)S(=O)(=O)c1ccc(NC(=O)c2c(-c3ccccc3)noc2C)cc1	1.2	0.5	-32.3	-3.4	1.8	11.0	-0.5	-0.2
Cc1cc(NC(=O)CSCC(=O)OCc2nnc(-c3ccccc3)o2)no1	-6.0	1.2	4.1	5.2	28.3	11.7	-0.8	-14.7
CCOC(=O)C1CCN(S(=O)(=O)c2cccc(-c3cn4ccccc4n3)c2)CC1	6.7	-4.5	16.5	-2.4	-13.1	-24.9	1.4	31.4
COc1ccc(/C=C2\SC(=S)N(CCCC(=O)N3CCOCC3)C2=O)cc1	4.8	7.7	31.1	6.1	3.3	4.1	-6.3	9.0
O=C(CC(O)CCc1ccccc1)c1ccc(O)cc1 (stereo unspecified)	-9.6	-5.7	-15.2	2.8	-8.4	2.5	-16.1	-23.5
COc1ccccc1N1C(=O)c2cccnc2C1=O	-5.5	-15.8	3.7	4.0	13.6	3.2	-3.4	5.4
Cc1ccc(/C=C/C(=O)Nc2cccc3cccnc23)o1	7.5	-8.0	-2.7	-14.5	2.7	8.4	-2.8	-13.4
CCc1cc(C(=O)N(CCCOC)c2c(N)n(Cc3ccccc3)c(=O)[nH]c2=O)sc1C	8.6	2.4	17.5	-0.1	-29.1	-5.3	-0.9	-8.5
CCOC(=O)C(C)Sc1nnc(-c2ccccc2O)n1-c1ccc(C)cc1 (stereo unspecified)	-8.8	-2.1	-7.3	7.4	1.7	19.0	-9.5	7.4
CCOC(=O)NC(C(F)(F)F)(C(F)(F)F)P(=O)(c1ccccc1)c1ccccc1	2.1	1.6	9.9	-5.7	4.1	11.6	6.7	-24.4
COC(=O)N1[C@H](Cc2ccccc2)C=C[C@]1(C)C(=O)NCc1ccccn1	-20.3	-2.5	-2.2	-20.2	9.0	11.6	4.8	-5.0
CC1(C)CC(=O)c2sc(NS(=O)(=O)c3ccc(F)cc3)nc2C1	-0.7	-5.1	16.3	-3.6	2.3	-3.6	2.4	3.1
COc1ccc(-c2nc(CSCC(=O)N3CCN(C4CCCCC4)CC3)c(C)o2)cc1OC	8.5	-6.6	-3.8	1.0	-2.7	6.3	-3.3	27.9
O=C(O)c1cccnc1SCC(=O)N1CCCc2ccccc21	-2.9	-2.7	-10.3	3.5	1.0	0.4	-3.9	-1.0
Cc1ccc(/C=C/C(=O)NCC2COc3ccccc3O2)o1 (stereo unspecified)	15.4	-3.9	2.3	9.0	2.6	2.6	2.0	-3.4
C=CCNc1ncnc2c1[nH]c1ccc(C)cc12	-89.4	2.3	-146.5	-2.5	0.6	-11.6	7.7	5.0
CCOP(=O)(OCC)C(NC(=O)Nc1cccc(Cl)c1)C(N)=O (stereo unspecified)	-3.8	-3.1	-13.2	-2.6	-9.8	6.2	-1.1	-21.8
CSc1cccc(NC(=O)c2cccc3cccnc23)c1	-78.6	13.7	-61.0	-7.8	-4.9	17.0	0.9	5.4
CC(Sc1nncs1)C(=O)Nc1ccc(S(=O)(=O)Nc2ncccn2)cc1 (stereo unspecified)	5.1	-2.3	3.9	8.2	-3.7	3.3	15.0	-9.7
S=C(Nc1cccc(Cl)c1Cl)Nn1cnnc1	8.4	2.8	4.9	2.0	2.0	-5.9	1.2	4.4
CCCCc1cc(=O)oc2cc(C)cc(OCC(=O)NCCN3CCOCC3)c12	2.1	8.6	-0.3	5.5	-5.9	14.6	4.1	-9.3
CCOC(=O)c1c(NC(=O)Cn2ccsc2=N)sc(C)c1C	-4.4	-9.1	-0.6	-0.1	-6.0	5.6	8.8	1.5
Cc1ccc(C(=O)NCc2ccccc2F)cc1S(=O)(=O)N1CCCC1	4.9	0.4	-7.2	-17.9	4.5	19.4	6.1	-13.2
CC(=O)N1CCN(c2nc3cc4c(cc3nc2NS(=O)(=O)c2ccccc2)OCCO4)CC1	-6.5	-4.8	0.3	2.3	5.4	-0.1	2.5	3.3
COc1ccc(C(=O)O)cc1S(=O)(=O)N1CCCc2ccccc21	0.0	-4.4	9.9	3.7	23.6	14.3	1.0	8.3
C=CC[C@H](CC(=O)NCCO)C(=O)NCCOC(=O)[C@@H](CC=C)CC(=O)OC(C)(C)C	-4.9	-10.3	-1.1	-1.9	-10.1	8.3	-15.3	-6.6
Cc1onc(-c2c(F)cccc2Cl)c1C(=O)NCc1ccc(S(N)(=O)=O)cc1	10.0	-9.6	-0.5	-5.4	-1.8	-1.5	-9.1	7.2
CCc1noc(C)c1C(=O)OCC(=O)N1CCc2ccccc21	-4.9	-14.4	-16.3	0.5	-2.8	8.1	-3.8	-11.6
O=C(Cc1ccc(NC(=O)C2CCN(C(=O)C3CC3)CC2)cc1)Nc1ccc(C(=O)N2CCOCC2)cc1	·	-8.3	·	-0.2	·	-8.2	·	-32.6
CCCCOc1ccc(N2C(=O)CC(NCc3ccncc3)C2=O)cc1 (stereo unspecified)	9.5	-4.6	22.5	-4.9	-3.3	-8.1	5.5	0.0
Oc1ccccc1-c1nc(NC2CCCC2)c2ccccc2n1	3.8	-13.7	-14.2	-8.7	-5.6	2.1	5.0	6.5
COc1ccc(C(=O)CC(=O)c2ccccc2O)cc1	-83.5	-9.8	-104.9	9.1	0.9	-10.6	7.9	-38.6
COc1ccc(C(=O)Nc2cccc([N+](=O)[O-])c2)cc1Br	-40.8	9.1	-0.7	-7.4	-12.2	1.1	-3.8	2.6
OCC1OC(n2cnc3ccccc32)CC1O (stereo unspecified)	-4.4	-2.0	11.6	4.1	-1.9	-1.4	6.6	1.7
Cc1ccc(C)c(CSc2nnc([C@@H]3CCCN3)o2)c1	-8.2	-7.4	-7.2	1.4	-3.7	-1.2	4.6	13.3
O=C(c1ccccc1)c1ccc2c(c1)OCCCO2	-71.3	-31.5	-125.4	-0.5	3.5	3.2	9.2	-75.5
COc1c(/C=N/Nc2ccc([N+](=O)[O-])cc2[N+](=O)[O-])c(C)nn1-c1ccccc1	0.4	9.2	3.9	0.5	3.4	6.0	-87.2	5.4
CC(=O)Nc1ccc(NC(=O)Oc2ccccc2)cc1	5.0	-5.6	9.3	-5.3	-6.7	-3.2	2.3	8.2
COC(=O)CCCCCCCCCC[N+]1(C)CCCCC1	1.9	-7.3	-0.2	2.5	-2.7	14.4	7.4	1.9
Cc1nn(-c2ccccc2)c2c1C(=O)N(Cc1ccccc1)C(=O)C(C)(C)C2	-10.4	-2.3	-1.0	4.7	-12.8	20.9	-1.9	-0.4
COc1ccc(-c2[nH]ncc2CNCCc2ncccc2C)cc1F	-5.3	1.6	3.8	1.5	-15.7	10.6	-0.2	14.6
Nc1cc(-c2nn[nH]n2)ccc1F	-15.8	-3.4	1.0	-0.2	-21.8	4.3	-5.6	-3.9
O=C(COC(=O)CCOc1ccccc1)Nc1ccc(Cl)cn1	0.2	-8.1	6.2	-7.2	7.5	-1.7	6.7	-8.9
S=C(NCc1ccccc1)Nc1ccc2ccccc2c1	-41.8	-2.9	-41.8	-25.0	-1.7	2.1	3.2	-62.0
Cc1ccc(NC(=O)CSc2ccc3nnc(-c4cccnc4)n3n2)cc1	0.4	3.8	2.8	-1.4	14.9	6.2	-3.4	11.4
C/C(=N/OC(=O)C1CC12CCC2)c1ccc(Br)cc1 (stereo unspecified)	9.1	-1.5	9.0	-8.5	10.1	20.2	3.0	-12.4
CCC(=O)N/C(=N/c1nc(C)cc(C)n1)Nc1ccc(C)cc1	8.3	1.1	0.6	2.3	1.8	6.8	5.2	12.8
CCOC(=O)/C(C#N)=C1/C=CN(C)C=N1	-4.2	-2.9	10.1	-4.1	-10.4	-9.4	-3.6	-7.1
O=C(Cc1ccccc1)N/N=C/c1ccc2c(c1)OCO2	-66.2	4.1	-78.0	-1.2	-33.2	-15.4	-5.8	-52.9
C#CCOCCOCCOCCNc1nc(N2CCN(C(=O)[C@H](Cc3ccc(O)cc3)n3cc([C@@H](N)CC(C)C)nn3)CC2)nc(N2CCN(C(=O)[C@H](Cc3ccc(O)cc3)n3cc([C@@H](N)CC(C)C)nn3)CC2)n1	-12.4	·	19.5	·	15.6	·	63.3*	·
Cc1ccc(S(=O)(=O)N2CCCCC2)cc1NC(=O)C1CCCO1 (stereo unspecified)	-10.0	6.1	-8.4	-9.5	6.0	-4.9	-5.1	4.8
O=C(NC1CC1)c1cc(Cl)nc2ccccc12	-9.1	-8.7	10.9	4.6	7.4	-14.2	-11.0	7.1
FC(F)(F)c1cc(-c2ccccc2)nc(NCC2CCCO2)n1 (stereo unspecified)	-4.1	-1.8	-2.7	5.8	-2.4	1.7	8.7	2.6
Clc1ccc(C2=Nn3c(Cn4nnc5ccccc54)nnc3SC2)cc1	-16.0	7.3	-15.8	-4.9	2.0	10.8	-5.8	-0.6
Cc1nnsc1Sc1cccc(C(F)(F)F)c1	-4.7	-8.3	8.0	0.6	2.1	7.8	-2.2	-0.4
Nc1nnc(CSCc2ccc(Cl)cc2)s1	-3.9	-4.7	-25.4	-1.2	-1.6	9.3	-11.3	-8.2
COc1cccc(N2CCN(C(c3ccccn3)c3nnnn3C(C)(C)C)CC2)c1 (stereo unspecified)	-7.5	-7.2	-0.6	5.3	-0.7	1.6	-3.4	-7.3
CC(Cc1ccccc1)Nc1ncnc2c1ncn2C1OC(CO)C(O)C1O (stereo unspecified)	0.3	0.0	3.3	1.8	-2.1	-12.1	5.5	0.3
COc1ccc(OC)c(NC(=O)c2cc(S(=O)(=O)N3CCCCC3)c[nH]2)c1	0.7	11.8	7.3	0.9	16.5	2.9	2.6	-2.4
N#C/C(=C\c1cccnc1)c1nc2ccccc2[nH]1	44.4	-12.5	-18.7	-3.8	5.9	4.0	1.1	-8.2

5 entries picked at random from those above, as already listed:
SMILES	Jurkat NFkB inh	EBI2 antag	697 NFkB inh	CXCR6 inh	APJ antagonist	CCR6 antagonist	UBC13 inh	Gli-Sufu block
N#C/C(=C\c1cccnc1)c1nc2ccccc2[nH]1	44.4	-12.5	-18.7	-3.8	5.9	4.0	1.1	-8.2
Clc1ccc(C2=Nn3c(Cn4nnc5ccccc54)nnc3SC2)cc1	-16.0	7.3	-15.8	-4.9	2.0	10.8	-5.8	-0.6
Cc1nnsc1Sc1cccc(C(F)(F)F)c1	-4.7	-8.3	8.0	0.6	2.1	7.8	-2.2	-0.4
O=C(NC1CC1)c1cc(Cl)nc2ccccc12	-9.1	-8.7	10.9	4.6	7.4	-14.2	-11.0	7.1
COc1cccc(N2CCN(C(c3ccccn3)c3nnnn3C(C)(C)C)CC2)c1 (stereo unspecified)	-7.5	-7.2	-0.6	5.3	-0.7	1.6	-3.4	-7.3

Next part.
SMILES	Jurkat NFkB inh	EBI2 antag	697 NFkB inh	CXCR6 inh	APJ antagonist	CCR6 antagonist	UBC13 inh	Gli-Sufu block
COC(=O)c1ccc(/C=N\NC(=O)c2c(C)nc3ccc(Cl)cn23)cc1	1.7	16.0	-0.7	-4.2	3.4	-5.6	-3.5	-2.3
CN(C)C(=O)c1nnc(Cc2ccc(Cl)cc2)o1	-8.5	-8.2	-15.5	-0.4	9.8	6.7	-11.5	1.0
Cc1ccccc1C(=O)Nc1nnc(CC(=O)N/N=C/c2ccncc2)s1	-8.5	-3.1	17.1	0.2	10.6	3.8	17.8	-15.1
COCCCNC(=O)Cn1nnc(-c2ccc(NC(=O)c3ccc(F)cc3)cc2)n1	-1.2	3.8	-4.9	-0.6	9.6	8.9	2.3	-4.8
CC(=O)c1cnc(Nc2cccc(C)c2)s1	-66.7	-1.0	-55.1	-11.6	-0.8	7.4	-3.9	-42.6
C=CCOC(=O)C1=C(C)N=C2SCCC(=O)N2C1c1ccc(OC(=O)c2ccco2)cc1 (stereo unspecified)	-1.1	3.7	-9.4	11.9	1.3	14.7	-2.7	5.2
CN=C1SC(CC(=O)Nc2ccc(F)cc2F)C(=O)N1/N=C/c1ccc(OC(F)F)c(OC)c1 (stereo unspecified)	-9.0	6.2	11.7	14.2	-25.0	-0.1	-7.8	12.4

This is a random part of the collection; about 3% have a hit in one of these screens.
